RTF Ca sens inh – cardiac RTF calcium sensitivity inhibitors, primary screen, biochemical, IANBD-TnC fluorescence, EC70 calcium. Troponin I, cardiac muscle (Homo sapiens) + Troponin T, cardiac muscle (Homo sapiens) + …. IANBD-labeled cardiac RTF, Ca2+ fluorescence. inhibition, % at 7.15 µM. 340,000 compounds, 0.12% hits. AID 493244, 2011;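 active means inhibition above the mean inhibition of all tested compounds plus 3 SD, cut at about 17% in these data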;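 further: assay run at fixed EC70 calcium of 1.6 mM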
CAL-PDZ inh HTS – untagged CAL PDZ binding inhibitors, primary screen, biochemical, fluorescence polarization, HTS; inhibition, % at 24.9 µM; 300,000 compounds, 0.92% hits; Golgi-associated PDZ and coiled-coil motif-containing protein (Homo sapiens), Q9HD26; purified CAL PDZ, TMR-peptide fluorescence polarization, 1 h;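 active means mean inhibition of at least 30% with at least half of replicates also reaching 30%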;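 further: 0% = DMSO neutral control and 100% = excess unlabeled competitor peptide PRC23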
V-ATPase pH – regulators of yeast V-ATPase proton pumping, primary screen, pHLuorin cytosolic pH fluorescence; response, % at 10 µM; AID 504577, 2011; 350,000 compounds, 0.37% hits; S. cerevisiae; in the data active means response mostly above about 7.3%, no sharp cut-off; inactive means mostly below about 5.4%; further: actives read high; inactives centre near 0; some compounds called inactive have numbers as strong as hits; reference of the scale not given here
HTR5A inv ctr – HTR5A inverse agonists in luminescence cell assay, primary screen, counter-screen for OPRM1-OPRD1 heterodimer inverse agonist project, full-deck HTS. 340,000 compounds, 0.083% hits. 5-hydroxytryptamine receptor 5A (Homo sapiens), P47898. AID 504634, 2011. inhibition, % at 9.3 µM. HTR5A cell line, inverse agonism; in the data active means inhibition mostly above about 23%, no sharp cut-off; inactive means mostly below about 18%;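 further: 0% = cells with DMSO and 100% = no-cell wells with DMSO; some compounds called inactive have numbers as strong as hits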
Target sequence (P47898 whole entry, looked up): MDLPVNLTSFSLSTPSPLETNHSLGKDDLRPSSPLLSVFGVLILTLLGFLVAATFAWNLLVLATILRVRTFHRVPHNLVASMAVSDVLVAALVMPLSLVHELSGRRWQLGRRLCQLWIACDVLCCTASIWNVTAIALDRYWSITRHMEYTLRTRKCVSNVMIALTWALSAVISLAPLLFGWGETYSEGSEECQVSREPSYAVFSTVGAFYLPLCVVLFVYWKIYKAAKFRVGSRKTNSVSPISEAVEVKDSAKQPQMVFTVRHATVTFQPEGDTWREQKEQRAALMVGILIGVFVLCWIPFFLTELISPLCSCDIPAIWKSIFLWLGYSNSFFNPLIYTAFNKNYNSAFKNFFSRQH
LANA DNA inh – inhibitors of KSHV C-LANA binding to DNA, primary screen, biochemical, fluorescence polarization, FAM-LBS DNA, MBP-C-LANA, single point; Kaposi's sarcoma herpesvirus LANA C-terminal domain (residues 932-1162) DNA binding; inhibition, % at 9 µM; 340,000 compounds, 0.078% hits; AID 504423, 2011;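 active means highest replicate inhibition at or above 60% at 9 µM, even if other replicates fall short; inactive means all replicates below 60% inhibition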;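 further: 0% = neutral control wells and 100% = 4 µM acridine orange control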
OPRM1-OPRD1 ag – agonists of OPRM1-OPRD1 heterodimerization, primary screen, cell-based, luminescence. Mu-type opioid receptor (Homo sapiens) + Delta-type opioid receptor (Homo sapiens), …. cells. activation, % at 9.3 µM. 340,000 compounds, 0.3% hits; in the data active means activation above about 18%;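 further: 0% = vehicle-treated cells and 100% = reference agonist; values of inactives mirror those of a sister screen read the other way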
HTR5A ag ctr – HTR5A agonists in luminescence cell assay, primary screen, counter-screen for OPRM1-OPRD1 heterodimer agonist project, full-deck HTS; cell-based; activation, % at 9.3 µM; 5-hydroxytryptamine receptor 5A (Homo sapiens), P47898; 340,000 compounds, 0.61% hits; in the data active means activation mostly above about 9.5%, no sharp cut-off; inactive means mostly below about 7.6%;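 further: 0% = cells with vehicle only and 100% = reference agonist; strong numbers were not always called active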
cardiac RTF act – cardiac RTF calcium sensitivity activators, primary screen, biochemical, IANBD-TnC fluorescence, EC20 calcium. Troponin I, cardiac muscle (Homo sapiens) + Troponin T, cardiac muscle (Homo sapiens) + …. IANBD-labeled TnC RTF fluorescence at EC20 calcium; 0% EC20 calcium, 100% full calcium. activation, % at 7.2 µM. 340,000 compounds, 0.24% hits;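 active means activation above the mean over all tested compounds plus 3 SD, cut at about 30% in these data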;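 further: rise in fluorescence read as greater calcium sensitivity of cardiac thin filaments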
Keap1 Nrf2 FP – Keap1-Nrf2 protein-protein interaction inhibitors, primary screen, biochemical, fluorescence polarization, single point. Kelch-like ECH-associated protein 1 (Homo sapiens), Q14145. Keap1 Kelch-Nrf2 peptide fluorescence polarization, 1536-well. inhibition, % at 9.4 µM. 340,000 compounds, 0.15% hits; in the data active means inhibition above about 12%;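 further: human Keap1 Kelch domain with fluorescein labeled Nrf2 9mer peptide probe; 0% = neutral control wells and 100% = peptide positive control; higher means more block of Keap1 binding to Nrf2 peptide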
Target sequence (Q14145 whole entry, looked up, the tested form may be a part): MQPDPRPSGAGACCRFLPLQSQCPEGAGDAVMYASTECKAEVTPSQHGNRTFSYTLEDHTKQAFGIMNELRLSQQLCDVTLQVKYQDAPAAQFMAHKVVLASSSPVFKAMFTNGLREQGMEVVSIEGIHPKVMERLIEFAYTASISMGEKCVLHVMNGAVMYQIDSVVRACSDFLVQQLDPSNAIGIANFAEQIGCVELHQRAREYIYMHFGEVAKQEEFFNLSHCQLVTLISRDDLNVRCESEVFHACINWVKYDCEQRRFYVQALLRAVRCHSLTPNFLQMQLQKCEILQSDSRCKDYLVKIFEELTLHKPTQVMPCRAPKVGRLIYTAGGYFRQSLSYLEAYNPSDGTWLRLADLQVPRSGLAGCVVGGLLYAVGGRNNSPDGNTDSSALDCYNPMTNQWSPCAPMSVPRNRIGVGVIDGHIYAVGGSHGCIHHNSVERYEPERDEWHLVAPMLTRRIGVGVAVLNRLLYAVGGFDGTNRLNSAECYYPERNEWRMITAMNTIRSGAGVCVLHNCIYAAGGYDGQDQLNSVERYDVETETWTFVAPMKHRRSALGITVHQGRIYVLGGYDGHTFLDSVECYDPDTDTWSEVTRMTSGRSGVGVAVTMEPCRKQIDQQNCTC
OPRM1-OPRD1 inv – inverse agonists of MOR-DOR heterodimerization, primary screen, cell-based, luminescence | Mu-type opioid receptor (Homo sapiens) + Delta-type opioid receptor (Homo sapiens), … | cell-based MOR-DOR heterodimer luminescence, inverse agonism | inhibition, % at 9.3 µM | 340,000 compounds, 0.21% hits; in the data active means inhibition above about 22%, passing the limit was not always enough;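 further: 0% = cells with DMSO and 100% = wells without cells with DMSO; values of inactives mirror those of a sister screen read the other way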
The depositor's hits bear a star; x = no result given.

[1] CCC(=O)Nc1cccc(-c2nc3ncccc3o2)c1C
[2] CCOC(=O)C1(CCCc2ccccc2)CCN(C(=O)CCc2cnn(C)c2)CC1
[3] CSc1nnc(CCCCCCCCc2nnc(SC)o2)o1
[4] N#C/C(=C\Nc1ccc2cn[nH]c2c1)c1nc(-c2ccc(Cl)cc2)cs1
[5] COc1ccc(C(=O)NC(=S)Nc2ccc(S(N)(=O)=O)cc2)cc1
[6] O=c1[nH]c(CN2CCOCC2)nc2ccccc12
[7] CN(CCC#N)C(=O)CC1(Cc2ccccc2)CCOC(C)(C)C1 (stereo not drawn)
[8] COc1ccc(NC(=O)C2CCCN2S(=O)(=O)c2ccc(F)cc2)cc1 (stereo not drawn)

compound no.,1,2,3,4,5,6,7,8
RTF Ca sens inh,-1,5,-6,-5,-3,-4,-14,4
CAL-PDZ inh HTS,-4,0,x,6,1,-2,0,-1
V-ATPase pH,-2,-1,0,0,-2,2,-4,3
HTR5A inv ctr,0,4,4,10,-15,-6,-10,13
LANA DNA inh,-1.1,0.3,0.6,0.0,0.1,-2.8,-6.6,1.5
OPRM1-OPRD1 ag,-1.4,0.4,-1.9,-0.9,-2.9,-2.4,-3.1,-1.5
HTR5A ag ctr,0,-2,3,2,6,3,3,-5
cardiac RTF act,0,-6,4,4,1,3,1,5
Keap1 Nrf2 FP,-1,-3,0,-4,-4,-2,-5,-7
OPRM1-OPRD1 inv,6,-3,10,4,15,11,15,8

3 entries picked at random from the list so far:
[5] COc1ccc(C(=O)NC(=S)Nc2ccc(S(N)(=O)=O)cc2)cc1
[1] CCC(=O)Nc1cccc(-c2nc3ncccc3o2)c1C
[3] CSc1nnc(CCCCCCCCc2nnc(SC)o2)o1

compound no.,5,1,3
RTF Ca sens inh,-3,-1,-6
CAL-PDZ inh HTS,1,-4,x
V-ATPase pH,-2,-2,0
HTR5A inv ctr,-15,0,4
LANA DNA inh,0.1,-1.1,0.6
OPRM1-OPRD1 ag,-2.9,-1.4,-1.9
HTR5A ag ctr,6,0,3
cardiac RTF act,1,0,4
Keap1 Nrf2 FP,-4,-1,0
OPRM1-OPRD1 inv,15,6,10

Further compounds.
[9] Cc1cccc(OCC(=O)N/N=C/c2cn[nH]c2-c2ccc(Cl)c(Cl)c2)c1
[10] CC(OC(=O)CCC1CCCCC1)C(=O)Nc1ccc(S(N)(=O)=O)cc1 (stereo not drawn)
[11] CN(C)CC[C@@H](c1ccc(Cl)cc1)c1ccccn1
[12] CC(Oc1ccc(S(=O)(=O)N2CCCC2)cc1[N+](=O)[O-])C(=O)N(C)c1ccccc1 (stereo not drawn)
[13] COCc1cc(C)nc(OCC(=O)N/N=C/c2cc(C)n(-c3c(C)cccc3C)c2C)c1C#N
[14] CC(C)CN1CCNC(=O)C1CC(=O)NCc1cnn(-c2cccc(F)c2)c1 (stereo not drawn)
[15] Cc1oc(-c2cc(F)ccc2F)nc1CN1CCC(C(=O)N2CCOCC2)CC1
[16] CC(C)(C)N1CC(c2nc3ccccc3n2CCOc2ccccc2)CC1=O (stereo not drawn)

compound no.,9,10,11,12,13,14,15,16
RTF Ca sens inh,-4,-6,17*,-14,-7,-4,-4,-4
CAL-PDZ inh HTS,0,-2,-3,-4,-5,x,-1,-2
V-ATPase pH,3,-2,0,0,-5,-3,0,x
HTR5A inv ctr,-5,-4,-1,4,-10,-53,27,9
LANA DNA inh,0.4,0.0,-2.1,0.5,-0.5,-0.7,-0.9,-0.1
OPRM1-OPRD1 ag,3.9,-0.2,-2.1,-0.1,-1.2,-1.6,-3.3,-1.0
HTR5A ag ctr,2,1,0,-2,4,0,1,9
cardiac RTF act,1,-1,2,17,11,2,7,15
Keap1 Nrf2 FP,-4,0,0,-4,-3,4,2,-1
OPRM1-OPRD1 inv,-21,1,11,1,7,8,11,6

[17] CCCn1c(SCC(=O)Nc2ccccc2CC)nnc1C(C)C
[18] CCOc1ccc(NC(=O)CN2CCN(C3c4ccccc4-c4ccccc43)CC2)cc1
[19] CCC1=C(C(=O)OC)C(c2cc(OC)ccc2OC)C(C#N)=C(N)O1 (stereo not drawn)
[20] CCN(CC(=O)Nc1c(F)cccc1F)C(=O)c1ccc2c(c1)OCO2
[21] CCc1ccc(-c2nc(NC(=O)c3ccc(OCC(=O)Nc4ccc(F)cc4)c(OC)c3)sc2C)cc1
[22] O=C(Oc1ccccc1/C=C\C(=O)c1cc2ccccc2o1)c1cccc(F)c1
[23] C[C@H](NC(=O)C1CCN(S(=O)(=O)c2ccccc2)CC1)C(=O)NCc1cccc(C(F)(F)F)c1
[24] O=C(Nc1ccc2ccccc2c1)c1ccccc1O

compound no.,17,18,19,20,21,22,23,24
RTF Ca sens inh,-12,-2,-3,-6,-8,-6,1,8
CAL-PDZ inh HTS,-3,x,-9,x,-11,x,3,-4
V-ATPase pH,-3,-3,-2,-5,2,-2,4,-1
HTR5A inv ctr,22,2,7,-15,19,-11,-2,8
LANA DNA inh,-0.7,-2.3,3.0,0.0,0.8,1.1,0.7,-0.9
OPRM1-OPRD1 ag,0.3,2.0,-2.3,-3.5,-0.9,-0.4,-2.9,1.0
HTR5A ag ctr,3,0,-3,0,8,4,-1,-3
cardiac RTF act,2,-5,5,1,7,3,-1,-1
Keap1 Nrf2 FP,0,-5,5,-3,3,-1,-5,1
OPRM1-OPRD1 inv,-2,-11,12,14,5,2,15,-6

[25] Cc1cc(C)cc(NC(=O)COC(=O)CNC(=O)C2CCCCC2)c1
[26] CCCN1C(=O)/C(=C/c2nc3ccccc3c(=O)[nH]2)c2cc(C)ccc21
[27] CC(C)c1ccc(NC(=O)C2CCCCC2C(=O)O)cc1 (stereo not drawn)
[28] CCOc1ccc(CSC(CC(=O)O)C(=O)O)cc1 (stereo not drawn)
[29] O=C(Oc1cc(=O)oc2ccccc12)c1ccccc1
[30] CCCCNC(=O)Cc1coc2ccc3ccccc3c12
[31] CC(C)(C)C(=O)N1CCN(c2ccc(NC(=O)c3ccco3)cc2)CC1
[32] CCCN(CCC)c1nc(Cl)nc(NCc2ccco2)n1

compound no.,25,26,27,28,29,30,31,32
RTF Ca sens inh,-4,-5,-1,2,-2,-7,-1,-19
CAL-PDZ inh HTS,-4,5,x,5,-4,-1,-3,-1
V-ATPase pH,1,2,14*,-1,-2,0,-4,0
HTR5A inv ctr,-3,9,-19,1,-3,-14,-33,-14
LANA DNA inh,0.8,-0.1,-0.5,0.1,0.8,-0.9,0.1,0.2
OPRM1-OPRD1 ag,-0.1,-1.6,-1.4,0.9,-2.9,-0.3,-2.1,-0.2
HTR5A ag ctr,1,5,-1,0,1,4,8,2
cardiac RTF act,-5,6,0,-4,-2,2,-2,-5
Keap1 Nrf2 FP,-2,-1,-4,-5,0,-1,2,2
OPRM1-OPRD1 inv,0,8,7,-5,15,2,11,1

[33] Cc1ccc(N2C(=O)CSC2c2c(F)cccc2Cl)cc1 (stereo not drawn)
[34] [O-][n+]1cccc2ncc3cscc3c21
[35] Cc1nn(-c2ccccc2)c(N2CCCC2)c1/C=N/NC(=O)c1cc(-c2ccccc2)nc2ccccc12
[36] CC1CCc2c(C(=O)NCc3ccco3)csc2C1 (stereo not drawn)
[37] C=CCN1C(=O)c2ccc(C(=O)N(C)CC(=O)Nc3ccccc3C(F)(F)F)cc2C1=O
[38] Cc1ccc(NC(=O)c2cc(S(=O)(=O)N3CCCC3)c[nH]2)c(C)c1
[39] CCN=C1S/C(=C\c2cn(CC(=O)NCCOC)c3ccccc23)C(=O)N1CC
[40] COc1ccc(C(=O)n2nc(C)cc2C)cc1OC

compound no.,33,34,35,36,37,38,39,40
RTF Ca sens inh,-1,-14,-3,-1,-11,-3,-1,-2
CAL-PDZ inh HTS,5,0,-3,1,1,x,-2,x
V-ATPase pH,0,-1,-3,0,-6,3,2,3
HTR5A inv ctr,11,-1,6,23,-7,-15,2,-16
LANA DNA inh,0.0,0.7,1.3,-0.1,1.4,2.0,-3.2,0.2
OPRM1-OPRD1 ag,-1.4,-1.9,4.8,-2.2,-1.4,-2.9,-0.6,-3.6
HTR5A ag ctr,-4,1,-2,6,-1,5,-1,3
cardiac RTF act,8,3,2,-2,0,2,0,-7
Keap1 Nrf2 FP,-4,2,-6,5,6,0,-4,-1
OPRM1-OPRD1 inv,7,13,-24,11,8,15,3,18

3 compounds already listed, ordered by number of heavy atoms, falling.
[37] C=CCN1C(=O)c2ccc(C(=O)N(C)CC(=O)Nc3ccccc3C(F)(F)F)cc2C1=O
[39] CCN=C1S/C(=C\c2cn(CC(=O)NCCOC)c3ccccc23)C(=O)N1CC
[38] Cc1ccc(NC(=O)c2cc(S(=O)(=O)N3CCCC3)c[nH]2)c(C)c1

compound no.,37,39,38
RTF Ca sens inh,-11,-1,-3
CAL-PDZ inh HTS,1,-2,x
V-ATPase pH,-6,2,3
HTR5A inv ctr,-7,2,-15
LANA DNA inh,1.4,-3.2,2.0
OPRM1-OPRD1 ag,-1.4,-0.6,-2.9
HTR5A ag ctr,-1,-1,5
cardiac RTF act,0,0,2
Keap1 Nrf2 FP,6,-4,0
OPRM1-OPRD1 inv,8,3,15

(list continues)
[41] Cc1cccc(C2Nc3ccccc3C(=O)N2c2ccccc2)n1 (stereo not drawn)
[42] COc1ccc(C(C)=O)cc1COC(=O)C1CCN(C(=O)c2ccc(Cl)cc2)CC1
[43] O=C(CSc1nnnn1-c1ccc(C(=O)O)cc1)NC1CCCCC1
[44] O=C(/C=C/c1ccccc1)NC(NC(=S)Nc1ccc(Cl)cc1Cl)C(Cl)(Cl)Cl (stereo not drawn)
[45] COc1ccc(-c2nnn(CCC(=O)O)n2)cc1
[46] O=C(COc1ccc2c3c(c(=O)oc2c1)CCC3)NCCCN1CCCC1=O

compound no.,41,42,43,44,45,46
RTF Ca sens inh,-3,-12,-6,-6,-2,-6
CAL-PDZ inh HTS,-1,0,-3,-1,0,x
V-ATPase pH,0,-2,-3,-1,-1,0
HTR5A inv ctr,-8,0,-2,-8,26,11
LANA DNA inh,-2.1,0.0,0.1,0.4,0.4,1.4
OPRM1-OPRD1 ag,-0.1,-4.3,-1.9,7.1,-0.2,-2.4
HTR5A ag ctr,2,-1,1,3,4,-2
cardiac RTF act,0,0,-2,0,0,-4
Keap1 Nrf2 FP,1,-4,-2,-2,-1,3
OPRM1-OPRD1 inv,1,16,10,-42,1,12

High-throughput results (PubChem BioAssay)
